# SKKanGAS inh: SKKanGAS growth inhibition. 300,000 tested, 1.3% active. inhibition, % at 7.5 µM. S. pyogenes SKKanGAS, kanamycin growth, BacTiter-Glo, 6 h. AID 1662;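 active = mean replicate score, as percent of positive control median, at least 50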;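 note: strain carries kanamycin resistance gene driven by streptokinase promoter and grows in 40 µg/ml kanamycin; loss of luminescence reflects streptokinase promoter inhibition or plain growth inhibition; 0% = median of DMSO wells and 100% = positive control at its reference dose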
# MrgX1 agonist: agonists of human MrgX1 receptor; Q96LB2; B-score at 10 µM; MrgX1-HEK293 cells, Fluo-4 calcium fluorescence, agonist mode; stronger effect = higher value; 310,000 tested, 0.44% active;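 active = calcium response B-score plate-corrected fluorescence ratio at least 3 library SD, with starting fluorescence B-score inside 5 SD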
#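 Assay system: MrgX1-expressing HEK293 cells / Amount: fifteen thousand cells per well / Doses: test compound in the initial addition of three / Timing: cells plated overnight, dye loaded 0.5 h 37 °C, 0.5 h room temperature / Technique: kinetic calcium dye fluorescence, Fluo-4 NW / Control set: positive and negative controls per plate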
# ANO1 block: inhibitors of mouse TMEM16A calcium-activated chloride channel | HEK293 TMEM16A/YFP iodide influx fluorescence, ionomycin | Q8BHY3 | 310,000 tested, 1.2% active | normalized B-score (activity score, 25-100; higher = stronger inhibition) at 10 µM;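 active = ratio plate-corrected score three or more library SD toward inhibition, starting fluorescence score within five deviations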;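 note: score derived from kinetic fluorescence span divided by baseline fluorescence per well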
# Target sequence (Q8BHY3 whole entry, looked up): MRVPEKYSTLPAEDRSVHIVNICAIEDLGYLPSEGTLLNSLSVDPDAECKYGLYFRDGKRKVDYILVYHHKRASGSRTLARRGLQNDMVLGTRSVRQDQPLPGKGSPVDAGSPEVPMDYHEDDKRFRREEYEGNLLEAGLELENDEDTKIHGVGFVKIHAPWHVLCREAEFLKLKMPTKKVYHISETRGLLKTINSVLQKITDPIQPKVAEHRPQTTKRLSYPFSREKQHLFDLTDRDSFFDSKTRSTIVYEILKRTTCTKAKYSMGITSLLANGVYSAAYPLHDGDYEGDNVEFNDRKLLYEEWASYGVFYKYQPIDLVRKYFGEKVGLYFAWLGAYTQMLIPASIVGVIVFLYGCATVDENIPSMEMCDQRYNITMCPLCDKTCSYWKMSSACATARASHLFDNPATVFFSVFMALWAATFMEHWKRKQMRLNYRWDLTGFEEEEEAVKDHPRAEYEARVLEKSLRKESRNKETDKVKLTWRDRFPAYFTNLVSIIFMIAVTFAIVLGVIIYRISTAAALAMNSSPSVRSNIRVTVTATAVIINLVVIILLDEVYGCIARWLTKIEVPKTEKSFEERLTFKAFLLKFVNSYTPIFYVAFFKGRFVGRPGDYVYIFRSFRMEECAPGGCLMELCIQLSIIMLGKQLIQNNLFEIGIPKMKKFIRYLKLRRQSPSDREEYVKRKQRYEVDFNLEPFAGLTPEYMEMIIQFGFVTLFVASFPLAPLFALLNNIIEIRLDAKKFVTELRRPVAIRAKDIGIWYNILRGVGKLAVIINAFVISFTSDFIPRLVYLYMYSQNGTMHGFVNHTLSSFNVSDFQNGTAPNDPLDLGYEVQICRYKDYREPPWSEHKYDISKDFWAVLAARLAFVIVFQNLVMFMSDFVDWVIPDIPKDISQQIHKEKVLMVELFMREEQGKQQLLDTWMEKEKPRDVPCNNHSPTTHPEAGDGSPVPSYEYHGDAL
# TRPC4 agonist: activators of mouse TRPC4 channel; Q9QUQ5; HEK293 TRPC4beta/mu-opioid, Fluo4 calcium fluorescence; stronger effect = higher value; B-score at 10 µM; 310,000 tested, 0.49% active;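 active = B-score above 5 SD of library B-scores, and initial fluorescence ratio not above library mean plus 5 SD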;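 note: positive B-score marks a calcium rise read as TRPC4 activation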
#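 Assay system: HEK293 stable line with TRPC4beta plus mu-opioid receptor; schedule: 45 min room-temperature Fluo4 loading, 110 s read; technique: kinetic Fluo4 calcium fluorescence; evaluation: integrated baseline-normalised fluorescence ratio, converted to per-well B score; controls: buffer (low) and maximal DAMGO (high)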
# TRPC4 inh: blocks the mouse TRPC4 cation channel; B-score at 10 µM; AID 2247; 300,000 tested, 0.39% active; Q9QUQ5; HEK293 TRPC4beta/mu-opioid, DAMGO-evoked Fluo4 calcium flux; stronger effect = lower value;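 active = B-score over 3 SD under the library average, no early fluorescence shift, positive overall ratio signal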
#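 test system = HEK293 cells with stable TRPC4beta plus mu-opioid receptor expression | detection = Fluo4 Ca2+ flux fluorescence | read-out = integrated fluorescence ratio relative to baseline, converted to per-well B score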
# TRPC6 inhibitor: blocks the mouse TRPC6 cation channel. Q61143. HEK293-TRPC6, membrane potential dye, ACh-evoked depolarization; stronger effect = lower value. 310,000 tested, 1.1% active. AID 2553. B-score at 10 µM;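 active = B-score under library mean minus 3 SD, initial fluorescence not abnormally high, positive integrated signal ratio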;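 note: B-score derived from integrated fluorescence ratio over the kinetic read; more negative B-score means stronger inhibition of depolarization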
# TMEM16A act: activators or potentiators of mouse TMEM16A chloride channel; HEK293 TMEM16A/YFP-H148Q/I152L, iodide quench fluorescence; stronger effect = lower value; B-score at 10 µM; 340,000 tested, 0.3% active; AID 623877;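 active = fluorescence-ratio B-score plate-corrected deviation score at least 3 library SD below zero, with starting fluorescence score within 5 deviations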;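 note: channel opened by trigger with iodide after compound preincubation; score built on the fluorescence ratio of max minus min over baseline; more negative score means more quench and so TMEM16A activation or potentiation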
# TRPC6 act: mouse TRPC6 channel activation; Q61143; HEK293-TRPC6 membrane potential dye fluorescence; stronger effect = higher value; B-score at 10 µM; 310,000 tested, 0.13% active;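 active = B-score of the integrated fluorescence ratio above library mean plus 3 SD, and starting fluorescence ratio within library mean plus 5 SD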;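 note: higher score means more depolarization so channel activation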
# MrgX1 allo act: human MrgX1 positive allosteric modulation, primary screen; Q96LB2; MrgX1-HEK293, Fluo-4 calcium flux, FDSS; stronger effect = higher value; B-score at 10 µM; 310,000 tested, 0.63% active; AID 588675;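 active = plate-corrected calcium response at least 3 library SD above typical, normal starting fluorescence, not activating the receptor alone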;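 note: compound read alongside a low EC10 to EC30 dose of BAM8-22 agonist; peak minus trough fluorescence over baseline measured at the second addition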
# MrgX1 antag: blocks BAM8-22 activation of human MrgX1 receptor; Q96LB2; MRGX1-HEK293 calcium flux, Fluo-4, BAM8-22 antagonism; stronger effect = lower value; B-score at 10 µM; 310,000 tested, 1.3% active;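 active = calcium-response B-score plate-corrected more than 3 library SD below zero, starting fluorescence within 5 deviations, no agonist response on first addition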;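 note: peak minus trough fluorescence over baseline after final BAM8-22 challenge near maximal dose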
# TRPC4 potent: allosteric potentiators of mouse TRPC4 channel; 310,000 tested, 0.42% active; B-score at 10 µM; HEK293 TRPC4beta/mu-opioid, DAMGO EC20, Fluo-4 Ca2+ flux; stronger effect = higher value;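 active = B-score of calcium response area above 5 SD of library B-scores, with initial fluorescence ratio within 5 SD of library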;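 note: B-score of integrated fluorescence ratio over time as area under calcium response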
# The depositor's hits bear a star; i = inactive; x = no result given. Outcome played no part in choosing rows, and some 6.7% of all compounds hit somewhere here.
SMILES,SKKanGAS inh,MrgX1 agonist,ANO1 block,TRPC4 agonist,TRPC4 inh,TRPC6 inhibitor,TMEM16A act,TRPC6 act,MrgX1 allo act,MrgX1 antag,TRPC4 potent
CCOC(=O)C1(CCOc2ccccc2)CCN(Cc2ccc(OCCO)cc2)CC1,-1,i,i,i,i,i,i,i,i,i,i
CCCCN1CC(=O)N2[C@H](c3ccc(OC)cc3)[C@@H]3C(=O)N(CC)C(=O)[C@@H]3[C@]2(Cc2ccccc2)C1=O,2,i,i,i,i,i,i,i,i,i,i
CC1CCCc2sc3ncn(N)c(=N)c3c21 (stereo unspecified),0,i,i,i,i,i,i,i,i,i,i
CCOC(=O)CNC(=O)Cn1cnc2c(nnn2-c2cccc(Cl)c2)c1=O,-8,i,i,i,x,i,i,i,i,i,i
O=C(Nc1ccccc1)c1ccc(Br)c(S(=O)(=O)Nc2cccnc2)c1,-2,i,i,i,i,i,i,i,i,i,i
Cc1ncc([N+](=O)[O-])n1CCOC(=O)NC(Nc1ccc(F)cc1)C(Cl)(Cl)Cl (stereo unspecified),2,i,i,i,i,i,i,i,i,i,i
CCc1ccccc1N/N=C(/C)c1c(O)cc(C)oc1=O,6,i,i,i,i,i,i,i,i,i,i
Cc1cc(C)c2nc(N(CCCN(C)C)C(=O)c3ccc4c(c3)CCCC4)sc2c1,6,i,i,i,i,i,x,i,i,i,i
O=C(Nc1ccncc1)c1cc(S(=O)(=O)N2CCOCC2)ccc1Cl,16,i,i,i,i,i,i,i,i,i,i
COc1ccc(CCNC(=O)c2cc(-c3ccccn3)nc3c(Cl)cccc23)cc1OC,-5,i,i,i,i,i,i,i,i,i,i
Cc1cc(C)nc(Sc2ncnc3sc4c(c23)CCC4)n1,-1,i,i,i,i,i,i,i,i,i,i
CCOC(=O)/C(=N\Nc1ccccc1)S(=O)(=O)c1ccccc1,-2,i,i,i,i,i,i,i,i,i,i
Cc1nn(CC(=O)N2CCCc3ccccc32)c(C)c1[N+](=O)[O-],-6,i,i,i,i,i,i,i,i,i,i
COc1ccc(-c2nc(CS(=O)(=O)CC(=O)Nc3ccc(Cl)cc3)c(C)o2)cc1,5,i,i,i,i,i,i,i,i,i,i
CC(C)(C)NC(=O)NC(=O)COC(=O)c1ccc(OC(F)F)cc1,-8,i,i,i,i,i,i,i,i,i,i
Cc1ccc(C)c(S(=O)(=O)N2CCN(C(=O)Cc3ccc(S(=O)(=O)N4CCOCC4)s3)CC2)c1,6,i,i,i,i,i,i,i,i,i,i
CC(C)CC(=O)c1c[nH]c(C(=O)NCc2ccccc2)c1,7,i,i,i,i,i,i,i,i,i,i
CCOC(=O)CCCCC(=O)c1[nH]c(=O)[nH]c1CSc1nc(C)cc(=O)[nH]1,3,i,i,i,i,i,i,i,i,i,i
CC(=O)Nc1ccc(NC(=O)C(C)Sc2nc3nc(C)cc(C)n3n2)cc1 (stereo unspecified),4,i,i,i,i,i,i,i,i,i,i
O=C(CCC(=O)Nc1nnc(C2CCCCC2)s1)NCc1ccccc1,1,i,i,i,i,i,i,i,i,i,i
O=C(COC(=O)CNC(=O)c1ccccc1)Nc1cccc(Br)c1,1,i,i,i,i,i,i,i,i,i,i
O=S(=O)(/C=C/c1ccccc1)c1ccccc1,-13,i,i,i,i,i,i,i,i,i,i
Cc1ccc(Nc2cc(C(=O)NCCCN3CCOCC3)c3ccccc3n2)c(C)c1,7,i,i,i,i,i,i,i,i,i,i
COc1ccc(/C(O)=C2/C(=O)C(=O)N(CCCN(C)C)C2c2cccc(Cl)c2)cc1OC (stereo unspecified),-7,i,i,i,i,i,i,i,i,i,i
COc1ccccc1CC(=O)NNS(=O)(=O)c1ccc([N+](=O)[O-])cc1,5,i,i,i,i,i,i,i,i,i,i
O=C(N/N=C/c1cccnc1)c1cc(-c2ccc(Cl)cc2)nc2ccccc12,-1,i,i,i,i,i,i,i,i,i,i
CCc1nc2ccccc2c(=O)n1/N=C/c1ccc(Cl)cc1,1,i,i,i,i,i,i,i,i,i,i
O=C(NCC(c1ccco1)N1CCN(c2ccccc2F)CC1)c1cccs1 (stereo unspecified),-2,i,i,i,i,i,i,i,i,i,i
CC(=O)Nc1ccc(NC(=O)CC23CC4CC(CC(C4)C2)C3)cc1,-2,i,i,i,i,i,i,i,i,i,i
C/C(Cn1cnc([N+](=O)[O-])n1)=N\NC(=O)c1cccnc1,-6,i,i,i,i,i,i,i,i,i,i
C=CCNCCCCOc1cccc(Br)c1,-4,i,i,i,i,i,i,i,i,i,13*
O=C(Nc1ccc2c(c1)OCO2)c1cc(-c2cccc(O)c2)on1,12,i,i,i,i,i,i,i,i,i,i
COc1ccc(C(=O)CSc2nnc3n2CCCN3C(=O)Nc2ccccc2)cc1,18,i,i,i,i,i,i,i,i,i,i
O=C(NO)c1ccc(OC(F)F)cc1,-3,i,i,i,i,i,i,i,i,i,i
CCN(CC)C(=O)Cc1cc(C(=O)O)c2ccccc2n1,0,i,i,i,i,i,i,i,i,i,i
CCOc1cc(NC(=S)NCCc2ccccc2)c(OCC)cc1NC(C)=O,6,i,i,i,i,i,i,i,i,i,i
Cc1ccsc1C1C(C#N)=C(N)OC2=C1C(=O)CC(C)(C)C2 (stereo unspecified),-19,i,i,i,i,i,i,i,i,i,i
COC(=O)c1cc2c(ccn2-c2ccc(F)cc2)n1Cc1ccc(OC)cc1,13,i,i,i,i,i,i,i,i,i,i
CS(=O)(=O)N(CC(=O)N1CCCCCC1)c1ccc(Cl)cc1,-3,i,i,i,i,i,i,i,i,i,i
COc1ccc(/C=C/c2cc[n+](C(=O)Cc3ccccc3)cc2)cc1,x,i,i,i,i,i,i,i,i,i,i
CCCCS(=O)(=O)Nc1ccc(C)cn1,-4,i,i,i,i,i,i,i,i,i,i
CCC(=O)Nc1ncc2c(n1)CC(c1ccco1)CC2=O (stereo unspecified),0,i,i,i,i,i,i,i,i,i,i
COc1ccc(-n2nc(C(=O)NCC(=O)N3CCCC(C)C3)c3ccccc3c2=O)cc1Cl (stereo unspecified),15,i,i,i,i,i,i,i,i,i,i
Cc1ccccc1Cn1cnc2ccccc21,2,i,i,i,i,i,i,i,i,i,i
CC1CC(C)CN(C(=O)COC(=O)Cc2c[nH]c3ccccc23)C1 (stereo unspecified),3,i,i,i,i,i,i,i,i,i,i
CN(Cc1ccc(F)cc1)C(=O)COc1ccccc1-c1ccccc1,12,i,i,i,i,i,i,i,i,i,i
COc1ccccc1CNC(=O)c1ccc(S(=O)(=O)N2CCCC2)cc1,3,i,i,i,i,i,i,i,i,i,i
Cc1ccc(C(=O)Cn2nnc3ccccc32)cc1,-4,i,i,i,i,i,i,i,i,i,i
CN(C)C(CNC(=O)c1ccc2c(c1)S(=O)(=O)c1ccccc1C2=O)c1ccco1 (stereo unspecified),3,i,i,120*,-8*,i,i,i,i,i,i
COc1ccc([C@@H](C)NC(=O)CCc2nnc(-c3cc(C)on3)o2)cc1,-3,i,i,i,i,i,i,i,i,i,i
CCOC(=O)c1oc2ccccc2c1NC(=O)c1cccc(OC)c1OC,-10,i,i,i,i,i,i,i,i,i,i
Cc1c2c(nc3c(C(=O)NC4CCCC4)cnn13)CCCC2,-11,i,i,i,i,i,i,i,i,i,i
O=C(N/N=C/C=C/c1ccco1)c1cccnc1,13,i,i,i,i,i,i,i,i,i,i
COc1cc(SC)ccc1C(=O)Nc1ccon1,0,i,i,i,i,i,i,i,i,i,i
O=C(NC(=S)NC1C2CC3CC(C2)CC1C3)C12CC3CC(CC(C3)C1)C2 (stereo unspecified),3,i,i,i,i,-8*,i,i,i,i,i
CCCOc1ccc(/C=N/NC(=O)C(=O)Nc2ccccn2)cc1,3,i,i,i,i,i,i,i,i,i,i
COc1cc(NC(=O)C2=CC(c3cccs3)=NS(=O)(=O)N2C)cc(OC)c1OC,-2,i,i,i,i,i,i,i,i,i,i
CC1CCc2cc(F)ccc2N1C(=O)c1cccnc1 (stereo unspecified),-1,i,i,i,i,i,i,i,i,i,i
Cc1cc(C(=O)N2CCN(c3ccc([N+](=O)[O-])cc3)CC2)c(C)o1,29,i,i,i,i,i,i,i,i,i,i
CCO/C=N/Nc1nc(C(F)(F)F)nc2c1cnn2Cc1ccccc1,19,i,i,i,i,i,x,i,i,i,i
# (next part)
SMILES,SKKanGAS inh,MrgX1 agonist,ANO1 block,TRPC4 agonist,TRPC4 inh,TRPC6 inhibitor,TMEM16A act,TRPC6 act,MrgX1 allo act,MrgX1 antag,TRPC4 potent
COc1ccc(CCC(=O)N2CCCC(Nc3ccccc3)C2)cc1OC (stereo unspecified),28,i,i,i,i,i,i,i,i,i,i
O=c1[nH]c(CN2CCOCC2)nc2ccccc12,3,i,i,i,i,i,i,i,i,i,i
CCCNc1nc(OC(C(F)(F)F)C(F)(F)F)nc(OC(C(F)(F)F)C(F)(F)F)n1,-4,i,i,i,i,i,i,i,i,i,i
CCn1c(=O)c(C(C)=O)c(O)c2ccccc21,0,i,i,i,i,i,i,i,i,i,i
CN(C)C(=O)CN(C)S(=O)(=O)c1ccc(Cl)cc1,-1,i,i,i,i,i,i,i,i,i,i
CCCCN(C)C1=Nc2cccc3cccc1c23,-1,i,i,i,i,-7.5*,i,i,i,i,i
CC1(C)NC(=O)N(CCOCCOc2ccccc2-c2ccccc2)C1=O,-9,i,i,i,i,i,i,i,i,i,i
CCOC(=O)C1=NNC2(c3ccc(Cl)cc3)C(=O)N(c3cc(C)cc(C)c3)C(=O)C12 (stereo unspecified),2,i,i,i,i,i,i,i,i,i,i

# 2 successive entries already listed, quoted:
SMILES,SKKanGAS inh,MrgX1 agonist,ANO1 block,TRPC4 agonist,TRPC4 inh,TRPC6 inhibitor,TMEM16A act,TRPC6 act,MrgX1 allo act,MrgX1 antag,TRPC4 potent
COc1ccc(CCC(=O)N2CCCC(Nc3ccccc3)C2)cc1OC (stereo unspecified),28,i,i,i,i,i,i,i,i,i,i
O=c1[nH]c(CN2CCOCC2)nc2ccccc12,3,i,i,i,i,i,i,i,i,i,i

# Source: PubChem BioAssay (several laboratories)
